GC-B act: human GC-B receptor activators, primary screen, HEK293 GC-B cells, cGMP TR-FRET, EC30 CNP; activation, % at 10 µM; 0% at EC30 CNP, 100% saturating CNP; Atrial natriuretic peptide receptor 2 (Homo sapiens), P20594; hit rate 0.11% among 370,000; AID 1920062, 2024;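 active means activation at 10 µM reaching about 35% in either raw or pattern-adjusted values, limit read from the data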
DDE Tn6 FP inh: inhibitors of Tn6 peptide binding to fibrin DD(E), primary screen, biochemical, fluorescence polarization, human fibrin, Tn6 probe; Fibrin DD(E) TRITC-Tn6 fluorescence polarization displacement; inhibition, % at 8.3 µM; hit rate 0.21% among 370,000; AID 720509, 2013;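 active means inhibition above a per-campaign cutoff: mean of compounds within control limits plus 3 SD, cut at about 15% in these data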;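 further: 0% = median of all compound wells on the plate and 100% = blocking peptide control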
Target sequence (P02675 whole entry, looked up): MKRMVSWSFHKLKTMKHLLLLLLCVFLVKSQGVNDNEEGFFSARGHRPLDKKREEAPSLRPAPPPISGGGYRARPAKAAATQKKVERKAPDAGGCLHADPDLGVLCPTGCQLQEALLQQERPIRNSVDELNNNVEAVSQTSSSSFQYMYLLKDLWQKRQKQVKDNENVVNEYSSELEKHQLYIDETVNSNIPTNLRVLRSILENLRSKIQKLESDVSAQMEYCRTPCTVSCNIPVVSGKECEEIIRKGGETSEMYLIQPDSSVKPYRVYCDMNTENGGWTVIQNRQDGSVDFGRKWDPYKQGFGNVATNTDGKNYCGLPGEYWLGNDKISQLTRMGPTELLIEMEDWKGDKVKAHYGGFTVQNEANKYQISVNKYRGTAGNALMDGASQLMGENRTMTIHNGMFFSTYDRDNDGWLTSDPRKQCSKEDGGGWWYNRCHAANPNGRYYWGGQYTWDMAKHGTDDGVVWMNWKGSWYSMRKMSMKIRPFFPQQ
ARFGAP1 inh: inhibitors of rat ARFGAP1 GAP activity, primary screen, biochemical, fluorescence polarization, GDP tracer; hit rate 0.26% among 360,000; inhibition, % at 16.5 µM; AID 651572, 2012; Arfgap1-stimulated ARF1 GTP hydrolysis, GDP FP detection; ADP-ribosylation factor GTPase-activating protein 1 (Rattus norvegicus), Q62848;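 active means inhibition above a per-plate limit, mean inhibition of low control wells plus 3 SD, cut at about 25% in these data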;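 further: 0% = DMSO wells with enzyme and 100% = wells lacking Arfgap1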
Target sequence (Q62848 1-136 limits assumed): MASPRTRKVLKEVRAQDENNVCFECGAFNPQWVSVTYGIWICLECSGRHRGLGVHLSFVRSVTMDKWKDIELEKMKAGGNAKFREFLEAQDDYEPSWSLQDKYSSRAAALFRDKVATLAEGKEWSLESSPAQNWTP
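system = rat Arfgap1 catalytic domain, aa 1-136 | technique = FP, GDP Alexa 633 tracer displaced from anti-GDP antibody, 620/688 nm | compound = one concentration, 16.5 µM, DMSO 1.26% | medium = HEPES-based buffer, pH 7.5 | timing = compound-enzyme preincubation 20 min, reaction 120 min, detection 60 min, 25 °C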
HGIII-sPLA2 inh: human group III sPLA2 inhibitors, primary screen, biochemical, QFRET, BODIPY PC-A2 liposome substrate; hit rate 0.56% among 370,000; Group 3 secretory phospholipase A2 (Homo sapiens), Q9NZ20; inhibition, % at 12.2 µM; QFRET BODIPY PC-A2 liposome hydrolysis, fluorescence;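 active means inhibition above mean plus 3 SD of compounds lying within the high and low control bounds, cut at about 19% in these data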;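 further: 0% = median of test compound wells and 100% = no enzyme DMSO wells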
GAA850 FXN act: FXN promoter activators, primary screen, cell-based, luciferase luminescence, HEK293 lucGAA850. HEK293 lucGAA850 FXN promoter luciferase reporter, 24 h; percent of 10 µM SAHA response. activation, % at 6 µM. hit rate 0.56% among 360,000;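 active means activation above the average of all compounds screened plus 3 SD, cutoff fixed separately per campaign, cut at about 7.5% in these data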;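 further: 0% = DMSO wells and 100% = 10 µM SAHA wells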
rCAG binder: binders of r(CAG) RNA repeats, primary screen, biochemical, fluorescence; hit rate 1.3% among 370,000; inhibition, % at 3 µM; r(CAG) RNA repeat, TO-PRO-1 dye displacement fluorescence;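 active means inhibition above the plate cutoff, the mean of all test compounds on that plate plus 3 SD, cut at about 35% in these data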;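 further: 0% = DMSO alone and 100% = 100 µM mitoxantrone as full dye displacement; higher means more dye released from RNA so lower well fluorescence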
KLK7 zymogen act: proKLK7 zymogen activators, primary screen, biochemical, fluorescence intensity; Kallikrein-7 (Homo sapiens), P49862; purified proKLK7, EDANS-DABCYL substrate fluorescence; 100% is mature enzyme control, 0% vehicle; activation, % at 7 µM; hit rate 0.9% among 370,000; AID 652039, 2013;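 active means activation above the mean of all tested compounds plus 3 SD, computed per campaign excluding outliers beyond control limits, cut at about 13% in these data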
Target sequence (P49862 whole entry, looked up): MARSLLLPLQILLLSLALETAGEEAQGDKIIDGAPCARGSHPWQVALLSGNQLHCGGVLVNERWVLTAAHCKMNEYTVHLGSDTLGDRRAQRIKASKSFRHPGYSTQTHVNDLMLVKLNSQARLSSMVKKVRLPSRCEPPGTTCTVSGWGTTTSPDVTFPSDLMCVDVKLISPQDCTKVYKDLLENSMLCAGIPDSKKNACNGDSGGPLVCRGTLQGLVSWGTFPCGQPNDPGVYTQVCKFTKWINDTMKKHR
NPR1 activator: GC-A stimulated cGMP production enhancers – HEK293 GC-A cells, cGMP TR-FRET, EC30 ANP, primary screen | activation, % at 10 µM | hit rate 0.14% among 370,000 | Atrial natriuretic peptide receptor 1 (Homo sapiens), P16066 | 0% at EC30 ANP, 100% saturating ANP; in the data active means activation above about 40%
ADAM10 inh: human ADAM10 inhibitors, primary screen, biochemical, QFRET, HTS. Disintegrin and metalloproteinase domain-containing protein 10 (Homo sapiens), O14672. recombinant ADAM10, EDANS/DABCYL FRET peptide cleavage, 3 h. inhibition, % at 7 µM. hit rate 0.62% among 370,000. AID 720582, 2013;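 active means inhibition above a per-campaign cutoff equal to the mean of compounds falling between control-based bounds plus 3 SD, cut at about 20% in these data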;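 further: 0% = DMSO wells while the 100% control is not disclosed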
ASAP1 inh: inhibitors of human ASAP1 ArfGAP activity, primary screen, biochemical, fluorescence polarization. AID 624377, 2012. hit rate 0.19% among 360,000. inhibition, % at 16.5 µM. Arf-GAP with SH3 domain, ANK repeat and PH domain-containing protein 1 (Homo sapiens), …. ASAP1-stimulated ARF1 GTP hydrolysis, GDP FP detection; in the data active means inhibition above about 25%;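 further: 0% = vehicle with enzyme and substrate and 100% = no enzyme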
* = called active by the depositor; i = inactive; . = no result given.

Preview (two entries):
Below each SMILES: GC-B act	DDE Tn6 FP inh	ARFGAP1 inh	HGIII-sPLA2 inh	GAA850 FXN act	rCAG binder	KLK7 zymogen act	NPR1 activator	ADAM10 inh	ASAP1 inh
O=C(Nc1nc(-c2cccs2)cs1)c1ccc(S(=O)(=O)N2CCCCC2)cc1
 : 11	-10	-4	-14	-2.5	11	-6.9	8	10	4
COc1ccc(/C=N/NC(=O)C2C3CCCCC32)cc1OC (stereo not given)
 : -3	3	13	2	2.8	-3	0.0	0	1	15

The whole of this part, from the first entry:
Below each SMILES: GC-B act	DDE Tn6 FP inh	ARFGAP1 inh	HGIII-sPLA2 inh	GAA850 FXN act	rCAG binder	KLK7 zymogen act	NPR1 activator	ADAM10 inh	ASAP1 inh
O=C(Nc1nc(-c2cccs2)cs1)c1ccc(S(=O)(=O)N2CCCCC2)cc1
 : 11	-10	-4	-14	-2.5	11	-6.9	8	10	4
COc1ccc(/C=N/NC(=O)C2C3CCCCC32)cc1OC (stereo not given)
 : -3	3	13	2	2.8	-3	0.0	0	1	15
COc1cccc(-c2nnc(SC(C(=O)c3c[nH]c4ccccc34)c3ccccc3)n2C)c1 (stereo not given)
 : -8	-4	9	-10	-2.5	4	-0.1	-9	-2	5
CCN(CC)c1ccc(S(=O)(=O)N2CCOCC2)cc1NC(=O)Nc1ccccc1
 : 1	-4	3	-11	-2.7	1	-0.6	-3	6	-3
COc1cc2ccc(=O)oc2cc1O
 : -9	-2	5	2	-2.2	-2	95*	9	i	4
CCC1CCCCN1CCCNC(=O)Cn1c(=O)c2cccn2c2cccnc21 (stereo not given)
 : 0	2	7	2	-0.3	4	-1.1	-1	-16	9
Cc1cc(CSc2ccccc2)ccc1NC(=O)c1ccc(Br)cc1
 : -7	2	-3	0	2.0	3	-0.4	-4	4	-16
Cc1cc(C(=O)OCC(=O)Nc2ccccc2C)c(C)o1
 : 2	0	-10	-7	-0.1	1	-0.2	-1	1	4
Cn1c(NCc2ccco2)nc2c1c(=O)n(Cc1ccc(Cl)c(Cl)c1)c(=O)n2C
 : 14	-4	-1	0	-1.1	0	-0.2	4	0	-8
CC(C)[C@H](NC(=O)NCc1ccco1)C(=O)O
 : 4	7	6	2	3.1	0	0.1	-1	2	10
COc1ccc(CNS(=O)(=O)c2ccc3c(c2)N(C)CCO3)cc1
 : 5	4	6	-5	0.5	2	0.9	-1	1	3
CCC[C@@H](CN1CCC[C@H]1CN1C(N)=NC[C@H]1CC(C)C)N1C[C@@H]([C@H](C)CC)N(CCc2ccc(Cl)c(Cl)c2)C1=N
 : 2	-1	10	6	2.5	9	1.2	4	-16	12
Cc1ccc(OCC(=O)N/N=C/c2cccnc2)cc1C
 : -2	-6	-1	-1	1.6	-4	-0.1	1	3	3
O=S(=O)(Nc1ccccc1N1CCCCC1)c1ccc(Cl)s1
 : -3	-5	-5	-3	1.6	-4	-0.5	-6	0	-1
O=c1[nH]cc(S(=O)(=O)N2CCN(c3cccc(Cl)c3)CC2)c(=O)[nH]1
 : -1	1	9	0	0.0	-2	0.2	4	-10	5
CCC(=O)Nc1nc2ccccc2n1Cc1ccc(Cl)cc1
 : 2	10	-7	-1	-0.6	-5	0.1	-3	-3	1
COc1ccc2[nH]c(C(=O)N3CCN(Cc4ccccc4)CC3)cc2c1OC
 : 1	2	7	-3	1.9	-5	1.0	-2	-9	-1
Cc1cccc(N2CCN(C(=O)c3cnn4c(C(F)F)cc(-c5ccccc5)nc34)CC2)c1C
 : 0	4	12	5	0.1	1	0.3	-3	-17	11
CCCC(=O)Nc1ccc(NC(=O)c2ccccc2Cl)nc1
 : 5	0	2	2	0.1	0	0.4	1	2	-4
COC(=O)c1sc(-c2ccccc2)cc1NC(=O)c1ccccc1
 : -8	-1	-4	1	1.1	0	0.7	-8	1	-8
Cc1cc(C(=O)NCC(c2ccco2)N(C)C)no1 (stereo not given)
 : -1	0	-4	1	-0.2	2	-0.8	4	-11	-1
Cc1nc(N(C)C)ncc1C(=O)O
 : 2	-4	15	9	-0.1	1	0.3	-1	-22	-10
COc1ncccc1C(=O)N1CCCC(C(=O)c2cccc(OC(C)C)c2)C1 (stereo not given)
 : -2	-5	1	-2	-0.4	-7	-0.1	-1	-10	-4
Nc1nc2nonc2nc1N
 : 0	-3	-11	-3	-0.1	-3	0.5	1	-4	2
Cc1ccc(S(=O)(=O)N2c3ccccc3NC(=O)C2CC(=O)Nc2ccccc2)cc1 (stereo not given)
 : 5	-5	3	-15	0.8	4	-0.1	0	10	4
CCOC(=O)N1CCN(C(=O)NC23CC4CC(CC(C4)C2)C3)CC1
 : 5	3	-4	0	4.1	-1	-0.3	-8	-4	11
C[C@@H](c1ccccc1)N1C[C@@H](COCc2ccccc2)Oc2cc(N3CCC[C@H]3CO)ccc2S1(=O)=O
 : 1	1	8	4	.	9	-1.0	1	-2	8
COc1ccc(C(=O)C2CCCN(Cc3cnc(N4CCCC4)s3)C2)cc1OC (stereo not given)
 : 5	-2	-3	2	2.1	-10	0.3	-1	-10	-7
O=C(COC(=O)CSc1cc(Cl)ccc1Cl)NCc1ccc2c(c1)OCO2
 : -4	-3	2	-33	0.2	-1	-0.2	-1	1	4
CCc1nnc(NC(=O)c2cc3c(s2)CCCCC3)s1
 : 10	10	-7	5	6.8	-2	-0.4	3	3	-7
CCCc1noc(-c2ccc(-c3ccccc3)cc2)n1
 : -2	4	7	0	2.5	-1	0.1	0	3	-3
CC(C)c1nc(SCC(=O)Nc2ccc([N+](=O)[O-])cc2Br)n[nH]1
 : -10	2	2	-8	-0.7	1	0.3	-4	0	-11
O=C(COc1ccccc1)NCc1ccco1
 : 3	0	8	8	1.6	1	0.1	-3	-9	15
CCc1nnc(NC(=O)CCC(=O)NC2CCCC2)s1
 : 0	4	-19	5	0.5	3	-0.2	0	-1	2
C=CCNC(=S)N(C)[C@H]1C[C@H]2c3cc(-c4ccccc4C)ccc3CCN2C[C@H]1[C@H](C)O
 : 2	2	-4	11	.	5	6.3	-2	-143	-3
O=C(Sc1ccc(Cl)cc1)c1cccc(Cn2cc(C(F)(F)F)ccc2=O)c1
 : -3	-3	6	0	1.6	-1	0.5	15	-6	2
CCn1c(COc2ccc(=O)n(-c3ccccc3)n2)nnc1SCc1ccccc1C
 : -4	-1	5	-8	-0.1	-5	0.8	-3	-4	-17
Cc1ccc(NS(=O)(=O)c2cc(C(=O)NCCSc3ccc(C)cc3)ccc2C)cc1
 : 1	2	16	-60	1.7	9	0.2	-8	23*	-9
COc1ccccc1/C=N/NC(=O)CC(=O)NCCc1ccccc1
 : 2	7	-5	-19	-0.4	-4	0.5	0	1	-14
O=C(O)C1(c2ccccc2)CCC(Nc2ccccc2)C1 (stereo not given)
 : -3	6	5	4	-1.1	5	-0.3	0	2	1
C=CCN(Cc1ccc2c(c1)OCO2)C(C#Cc1ccccc1)c1ccccc1C(F)(F)F (stereo not given)
 : 10	3	.	7	.	1	0.4	-3	-8	.
O[C@@H]1[C@@H](O)C=C2CCN3Cc4cc5c(cc4[C@H]1C23)OCO5 (stereo not given in full)
 : 5	6	-4	7	-11	3	1.2	3	-4	-2
O=C(Oc1ccc(Br)cc1)c1cncc(Br)c1
 : -6	2	-19	5	-0.2	0	0.4	8	-1	3
COc1cccc(C(=O)NC2CCN(CC(=O)Nc3nccs3)CC2)c1
 : -4	-1	-4	-2	3.6	-4	0.1	-5	2	-1
COC(=O)C1=CO[C@@H](C)[C@H]2CN3CCc4c([nH]c5ccccc45)[C@@H]3C[C@H]12
 : -4	-8	0	-15	-2.4	-3	1.6	-6	-10	-5
O=[N+]([O-])c1ccc(Cl)c(CN2CCN(c3ncc(Cc4ccccc4)cn3)CC2)c1
 : 2	3	-1	14	.	6	0.1	-5	-7	1
NC(=O)N/N=C/c1sc(=O)n(-c2ccccc2)c1Cl
 : -2	-2	-4	3	1.9	1	-0.1	1	1	0
Cc1ccc(CNC(=O)CCC(=O)N2CC(C)Oc3ccc(Cl)cc32)cc1 (stereo not given)
 : -5	1	0	-3	0.2	1	0.0	-9	2	-1
Cc1ccc(OCC(=O)Nc2nnc(-c3ccco3)s2)cc1
 : -4	9	15	4	1.3	7	-0.7	6	-2	-4
O=C(NCCc1nnc2ccc(SCC(=O)N3CCCC3)nn12)c1ccccc1
 : 1	0	-8	3	-0.9	-4	0.3	-2	-6	10
O=C(N/N=C/c1ccncc1)NC12CC3CC(CC(C3)C1)C2
 : -1	0	-4	-9	3.8	-5	0.1	-2	9	1
CCCNC(=O)C1(C)CCCN(C(=O)/C=C/c2ccccc2)C1 (stereo not given)
 : 4	2	-4	-2	-1.8	-1	-0.1	0	0	-5
O=C(CN(Cc1ccccc1)S(=O)(=O)c1ccccc1)N/N=C/c1ccc([N+](=O)[O-])cc1
 : -7	-8	6	16	-1.6	10	-0.1	-2	11	6
COC(=O)c1cn(C(=O)OC)c2ccccc12
 : -2	0	14	7	0.5	-1	-0.4	-1	-2	13
COc1cccc(N=c2oc3cc(O)ccc3cc2C(=O)NCC2CCCO2)c1 (stereo not given)
 : 26	-3	0	-25	2.7	22	66*	22	i	2
O=C(c1ccc(Cl)s1)N1CCCC(N2CCN(c3ccc(F)cc3)CC2)C1 (stereo not given)
 : 0	-3	-11	0	1.2	-7	0.4	-6	-2	-4
CC#CCN1c2ccccc2[C@]23C[C@@H](C(=O)OC)N(C(=O)NC(C)(C)C)C2=NC(C(=O)OC)=C(C(=O)OC)[C@H]13
 : -5	2	7	-3	0.2	6	0.3	-7	14	16
c1cncc(C(c2nnnn2C2CCCCC2)N2CCN3CCCC3C2)c1 (stereo not given)
 : 3	-2	-4	1	-1.6	-2	-0.1	2	2	-1
COc1cccc(CCC(=O)Nc2cccc(S(=O)(=O)N3CCCC3)c2)c1OC
 : 2	-8	-3	-11	1.6	3	1.0	-5	-11	-15
CC#CCN1c2ccccc2[C@]23C[C@@H](C(=O)OC)N(C(=O)C4CCC4)C2=NC(C(=O)OC)=C(C(=O)OC)[C@H]13
 : -24	1	-4	-1	-0.4	-4	0.4	-7	-7	0
CCc1nc2ccc(C(=O)NCCCN3CCCC3=O)cn2c1N(CC)C(=O)NCCc1ccccc1
 : -1	5	-2	13	1.6	-1	0.3	2	-15	-4
CCc1nonc1NC(=O)c1oc2ccc(F)cc2c1C
 : -4	-1	-7	6	4.2	0	0.2	1	-2	-12
